High-throughput results: PubChem BioAssay, The Scripps Research Institute Molecular Screening Center
UHRF1 binding: blocks human UHRF1 binding to methylated DNA. Q96T88. UHRF1 binding to methylated oligo, TR-FRET. inhibition, % at 4.4 µM. hit rate 0.75% among 370,000. AID 687016; in the data active means inhibition above about 21%;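 further: UHRF1 SRA domain binding a hemimethylated CpG hairpin DNA probe; 0% = median of test compound wells and 100% = reference inhibitor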
LEDGF integ inh: blocks HIV-1 LEDGF/p75-dependent DNA integration; hit rate 0.64% among 370,000; inhibition, % at 3.7 µM; TR-FRET IN-LEDGF/p75 DNA integration, Eu/Cy5;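 active means inhibition above the screen-wide mean plus 3 SD, cut at about 13% in these data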;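 further: signal is the Cy5 over europium emission ratio at 671 and 618 nm; 0% = plate median of compound wells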
TDP2 inh: TDP2 (human) inhibition, absorbance primary screen | recombinant TDP2, T5PNP hydrolysis, p-nitrophenol absorbance 415 nm | inhibition, % at 12.8 µM | hit rate 0.34% among 370,000 | AID 720702;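 active means inhibition above the mean of all tested compounds plus 3 SD, set per campaign, cut at about 25% in these data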;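 further: 0% = DMSO with enzyme and 100% = buffer with substrate but no TDP2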
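Evaluation: % inhibition relative to enzyme-containing and enzyme-free wells. Material: recombinant human TDP2. Benchmarks: enzyme-free and DMSO wells. Timing: enzyme reaction with compound for 2 h at 37 °C. Compound dosing: 12.8 µM only. Measured by: p-Nitrophenol epi absorbance. Reagent: T5PNP substrate at 5 mM, a TopII-DNA adduct mimic. Replication: single well per compound.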
DDE Tn7 FP inh: DD(E)-Tn7 binding inhibition, primary FP screen | FP displacement of FITC-Tn7 peptide from fibrin DD(E); 0% = median of compound wells per plate | P02675 | hit rate 0.13% among 370,000 | inhibition, % at 8.3 µM;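 active means inhibition above the mean of compounds falling within the control limits plus 3 SD of them, cut at about 14% in these data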;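 further: 0% = plate median of compound wells and 100% = 10 µM Aha-Tn7 peptide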
Target sequence (P02675 whole entry, looked up): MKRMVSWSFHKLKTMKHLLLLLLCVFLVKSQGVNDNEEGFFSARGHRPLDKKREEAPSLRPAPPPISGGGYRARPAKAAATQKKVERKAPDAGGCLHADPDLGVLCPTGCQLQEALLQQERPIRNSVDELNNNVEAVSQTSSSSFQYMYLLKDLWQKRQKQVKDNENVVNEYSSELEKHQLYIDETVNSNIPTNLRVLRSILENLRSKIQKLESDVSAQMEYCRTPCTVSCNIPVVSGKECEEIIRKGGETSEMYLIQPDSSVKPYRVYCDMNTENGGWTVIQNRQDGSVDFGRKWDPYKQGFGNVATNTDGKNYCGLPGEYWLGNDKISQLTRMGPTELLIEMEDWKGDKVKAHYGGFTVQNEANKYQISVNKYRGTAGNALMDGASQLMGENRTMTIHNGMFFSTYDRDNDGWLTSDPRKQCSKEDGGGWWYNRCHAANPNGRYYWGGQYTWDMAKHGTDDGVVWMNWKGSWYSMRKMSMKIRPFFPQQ
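Assay system: Human fibrin DD(E) protein | Medium: Tris buffer with calcium and detergent, pH 7.8 | Reagent: 0.1 µM fluorescent Tn7 | Compound dosing: Single point at 8.3 µM | Times: 10 min preincubation, 3 h with tracer, room temperature | Detection: Fluorescence polarization of the labelled Tn7 tracer | Controls: Aha-Tn7 high control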
PG9 binder: PG9 antibody binding by small molecule | TR-FRET gp120-PG9 antibody binding | inhibition, % at 6.7 µM | hit rate 0.43% among 360,000; in the data active means inhibition above about 8.5%
ABHD4 inh: inhibitors of mouse ABHD4 | Q8VD66 | purified mABHD4, FP-Rh probe fluorescence polarization | inhibition, % at 8.92 µM | hit rate 0.54% among 370,000 | AID 720543;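 active means inhibition exceeding the mean over every tested compound plus 3 SD, cut at about 30% in these data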;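 further: 0% = plate median of compound wells and 100% = S159A mutant with DMSO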
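assay system = mABHD4 protein | compound dosing = single nominal dose of 8.92 µM, 0.89% DMSO final | read-out basis = percent inhibition of probe binding, normalized to plate controls | schedule = Enzyme–compound pre-incubation 45 min, then probe 60 min, both 25 °C | detection = fluorescence polarization, excitation 525 nm, emission 598 nm, BODIPY TMR filters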
PRMT1 inh: blocks human protein arginine methyltransferase 1; Q99873; recombinant PRMT1, activity-based probe fluorescence polarization; inhibition, % at 2.79 µM; hit rate 1.3% among 370,000; AID 652257;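 active means inhibition above about 21% made by adding two undisclosed values, limit read from the data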
Target sequence (Q99873 whole entry, looked up): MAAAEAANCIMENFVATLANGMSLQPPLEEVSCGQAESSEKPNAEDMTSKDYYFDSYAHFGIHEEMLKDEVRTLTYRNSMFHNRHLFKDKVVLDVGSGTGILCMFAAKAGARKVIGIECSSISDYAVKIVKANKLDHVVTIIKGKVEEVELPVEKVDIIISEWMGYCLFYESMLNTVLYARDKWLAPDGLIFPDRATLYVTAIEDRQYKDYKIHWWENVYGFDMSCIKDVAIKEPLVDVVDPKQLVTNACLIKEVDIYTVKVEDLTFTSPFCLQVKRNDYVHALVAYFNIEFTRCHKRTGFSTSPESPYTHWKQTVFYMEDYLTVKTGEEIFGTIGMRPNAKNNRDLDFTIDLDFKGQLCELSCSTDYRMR
HTRA1 inh: HTRA1 (human) protease inhibition | Q92743 | AID 504803 | recombinant HTRA1, FP-rhodamine activity-based probe, fluorescence polarization | hit rate 0.5% among 340,000 | inhibition, % at 5.96 µM; in the data active means inhibition above about 36%;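 further: 0% = enzyme with DMSO and 100% = wells lacking enzyme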
SIAE primary: human SIAE inhibition, primary screen | SIAE FP-Rh probe binding, fluorescence polarization | inhibition, % at 9.66 µM | hit rate 0.69% among 370,000 | AID 1053197;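 active means inhibition above a cutoff: mean of compounds within the control limits plus 3 SD of those, cut at about 17% in these data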;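 further: 0% = plate median of compound wells and 100% = probe without SIAE protein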
TCR-CD3 inh: human TCR-CD3 binding inhibition; inhibition, % at 9.4 µM; hit rate 0.37% among 360,000; TAMRA-labeled TCR probe fluorescence, biochemical; in the data active means inhibition above about 19%;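 further: recombinant mutant TCR 2C K166C tagged with TAMRA read by polarization; 0% = receptor in buffer alone and 100% = receptor with positive control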
Starred values were filed as active, the others as inactive; nt = no result given.

SMILES	UHRF1 binding	LEDGF integ inh	TDP2 inh	DDE Tn7 FP inh	PG9 binder	ABHD4 inh	PRMT1 inh	HTRA1 inh	SIAE primary	TCR-CD3 inh
CNC(=O)c1[nH]cnc1C(=O)N[C@@H](CC(C)C)C(=O)OCc1ccccc1	-2.2	-0.4	-2.7	3.2	0.7	-4.9	-0.9	-8.1	-1.6	2.6
CC(C)c1cc(Cn2c3ccccc3c(=O)n2C(C)Cn2cc(CCc3ccccc3)nn2)on1 (stereo not given)	3.7	-2.3	0.3	6.3	-1.4	2.3	0.6	nt	-3.1	2.7
O=C1CC(=O)N(Cc2cccs2)C(=O)N1	-1.5	0.8	-0.7	-3.2	-1.0	-2.2	11.2	-1.4	-3.2	-9.5
O=C(NCCCN1C(=O)c2ccccc2C1=O)OCc1ccccc1	-1.0	-8.0	-0.3	2.5	1.2	-4.3	-1.7	-2.3	-5.1	-6.0
CN(C(=O)CSc1ncccn1)C1CCS(=O)(=O)C1 (stereo not given)	1.6	-1.6	3.1	-0.4	-0.3	-3.1	-0.3	7.5	-1.5	2.6
CCC(CCC(=O)Nc1cccc([N+](=O)[O-])c1)C(=O)O (stereo not given)	-1.0	0.7	17.5	-2.3	0.0	2.3	0.0	-2.7	22.8*	4.8
COc1ccc(C(c2nnnn2CCc2ccccc2)N2CCN(C3CCCC3)CC2)cc1 (stereo not given)	-0.7	-0.6	7.8	2.3	1.4	5.9	0.1	-5.4	9.1	2.7
Cc1ccc(C)c(NC(=O)c2nnn(Cc3ccccc3C)c2N)c1	-3.1	-3.3	3.5	-6.8	-3.1	-6.0	2.6	-23.7	-4.5	3.5
O=C(CNC(=O)c1ccco1)N=Nc1c(O)[nH]c2ccc(Br)cc12	2.5	0.5	-8.2	0.9	-2.0	-2.9	1.4	8.1	2.7	2.0
COc1ccc(C=O)cc1Cn1c(C)cc(C)c(C#N)c1=O	-1.0	1.6	-14.1	4.1	0.2	1.1	-1.3	-13.5	-1.6	5.5
O=S(=O)(NCc1ccccc1)c1cccc2nonc12	15.4	0.3	1.6	-3.5	-1.4	-7.5	-1.9	0.1	-1.0	-3.5
CCOC1=C2[C@@H](CN(S(=O)(=O)c3ccc(C)cc3)[C@H]2c2ccccc2F)[C@H]2C(=O)N(c3ccccc3)C(=O)[C@H]2C1	-0.1	4.6	6.8	-2.1	-1.1	4.1	4.1	nt	6.6	-0.1
O=C(Nc1ccc(Br)cc1)NC1CCCCCCC1	-1.7	1.0	11.1	4.1	1.1	-15.1	-1.0	-3.6	5.8	-2.1
Cc1cc(N2CCN(C/C=C/c3ccccc3)CC2)n2ncnc2n1	-0.3	-1.5	-5.3	-1.9	-0.4	0.9	0.5	1.4	4.8	-4.4
CSc1ccc(C(=O)Nc2cc(S(=O)(=O)N3CCOCC3)ccc2N2CCOCC2)cc1[N+](=O)[O-]	-0.9	3.2	-5.7	-0.6	-0.8	-4.5	-0.7	-2.7	-9.2	-3.7
Cc1ccc2cc(C)c(SCC(=O)NCC3CCCO3)nc2c1 (stereo not given)	-2.8	0.9	-2.1	-3.9	0.2	0.5	-0.1	-10.9	-7.0	8.0
N=c1c2c(ncn1CCCO)Oc1ccc3ccccc3c1C2c1ccccc1 (stereo not given)	-0.4	1.7	-0.6	0.8	-0.9	-20.3	1.3	nt	-11.2	-11.7
O=C1CC(Cc2ccccc2)C(=O)N1c1ccccn1 (stereo not given)	1.2	-5.1	5.0	4.3	-0.9	3.9	-13.2	-0.4	-2.6	-10.9
COc1ccc(OC(C)C(=O)N2CCC(C)CC2)cc1 (stereo not given)	-1.9	3.0	-2.0	-2.3	-1.8	0.1	-0.4	2.4	-0.9	1.0
COc1ccccc1NC(=O)C(C)OC(=O)c1nc2nc(C)cc(C)n2n1 (stereo not given)	-2.6	4.9	0.1	-0.5	0.5	3.9	-1.8	13.6	-0.1	2.0
Cc1nc(NC(=O)CC(C)C)sc1-c1csc(Nc2ccc(Cl)cc2)n1	-5.0	0.4	4.0	0.4	-1.9	21.2	3.9	22.3	7.4	-8.9
O=c1cc(SCc2ccc(Cl)cc2Cl)nc[nH]1	-0.8	-2.1	-7.0	-3.9	-1.7	3.7	0.9	-0.4	1.8	5.2
O=C(Cn1c(=O)[nH]c2ccccc2c1=O)Nc1cccnc1	2.1	1.2	7.8	8.7	-1.6	-3.2	2.7	3.8	-2.5	-5.0
CCNC(=S)NS(=O)(=O)c1ccccc1	-0.6	-2.4	4.7	1.4	-0.2	2.0	1.7	-1.1	2.3	-2.6
Cc1ccc(NC2=NC(c3ccc(F)cc3)n3c(nc(C)cc3=O)N2)c(C)c1 (stereo not given)	0.5	-3.9	4.5	1.5	-0.5	6.6	2.6	7.6	-3.9	-3.6
O=C(CSCc1ccc(F)cc1)NCc1ccco1	1.2	-0.2	-3.5	0.6	0.7	3.2	4.7	1.4	-4.6	2.4
Cn1c(=O)c2c(nc(CN3CCN(c4ccccc4F)CC3)n2CCCc2ccccc2)n(C)c1=O	-1.4	-0.3	0.5	-1.5	-0.7	-0.9	-0.3	11.0	1.8	6.2
Cc1ccc2cc(CN(Cc3ccco3)C(=S)NCC3CCCO3)c(=O)[nH]c2c1C (stereo not given)	-1.7	1.1	7.8	1.3	-0.5	-1.2	-1.8	-4.9	1.7	1.2
CCn1c2c(c(=N)c3ccccc31)CCC2	3.5	-1.4	6.0	-5.3	1.0	3.7	1.1	11.3	6.0	-1.9
CC(C)C(=O)Nc1ccc(NC(=O)c2ccc(COc3ccccc3)cc2)cc1	-0.7	0.2	-7.8	4.0	-0.2	1.6	-3.6	-6.4	2.4	-1.2
CC1(C(=O)O)CCCN(C(=O)c2ccc(OC(F)F)cc2)C1 (stereo not given)	-0.7	6.2	-2.2	-1.9	-0.6	-7.5	-2.0	nt	-7.5	2.6
COC(=O)c1c(NC(=O)Cn2cnc([N+](=O)[O-])n2)sc2c1CCC(C)C2 (stereo not given)	0.9	3.0	9.7	-4.8	-0.8	8.0	8.1	3.2	-0.5	1.3
COCC(C)n1c(C)cc(C(=O)COC(=O)CN=C2NS(=O)(=O)c3ccccc32)c1C (stereo not given)	2.1	2.3	-17.7	-4.5	0.0	1.8	-2.4	-3.1	-0.8	1.7
CCOC(=O)Cn1c(C(=O)OCC)cc2sccc21	0.2	4.0	-21.4	0.8	-0.8	-4.1	-2.7	-3.0	-1.1	-4.5
CC(=O)Nc1ccc(N=Nc2c(C)[nH]n(C(N)=S)c2=O)cc1	-27.7	-4.2	-4.0	3.1	-13.3	5.1	-2.1	-0.5	-0.7	-1.9
Cc1ccc(NC(=O)COC(=O)CSC(=S)N2CCOCC2)cc1	-1.3	6.8	5.6	4.0	-0.5	0.6	-3.6	4.3	-1.9	0.6
CC(C)[C@H](CO)NC(=O)[C@H]1O[C@@H](n2ccc(N)nc2=O)[C@H](O)[C@@H]1O	-1.5	3.2	-3.8	-3.2	-2.0	2.8	-5.2	nt	9.2	6.7
Cc1ccccc1S(=O)(=O)Cc1ccc(C(=O)N2CCN(c3cccc(C)c3C)CC2)o1	3.8	0.0	-9.7	2.4	-1.3	-12.3	1.9	-21.4	1.5	1.8
COc1ccc(S(=O)(=O)N(C)C[C@H]2Oc3c(NC(=O)Nc4c(C)noc4C)cccc3C(=O)N([C@@H](C)CO)C[C@H]2C)cc1	0.3	0.6	7.0	-2.6	-0.9	7.9	1.4	-11.6	-3.5	16.4
O=C(CN1CCOCC1)Nc1ncc(Cc2cccc(Cl)c2)s1	6.7	0.1	-10.3	5.8	-0.1	1.9	5.7	-3.8	-3.0	6.7
Cc1oc(C(C)(C)C)c(CN2CCCC2)c1C(=O)O	-0.4	0.7	9.7	-1.1	2.1	-0.3	-2.2	6.8	-0.7	6.6
O=C(CCN1C(=O)C2C3C=CC(C4CC34)C2C1=O)Oc1ccccc1 (stereo not given)	-0.2	-0.8	-0.6	1.6	-2.3	2.7	0.1	9.4	9.3	-0.2
CCC1CCc2sc(C(=O)O)cc2C1 (stereo not given)	5.2	2.2	-8.8	-2.7	-0.5	10.1	1.1	-5.4	-2.0	0.5
O=C(CNC(=S)N(Cc1ccccc1Cl)C1CCCC1)NCCCN1CCOCC1	-1.0	-0.6	8.0	5.7	-0.3	-0.2	-4.3	6.0	0.1	6.8
O=C(NNC(=O)c1ccc(Br)o1)c1ccc(NS(=O)(=O)c2cccs2)cc1	-0.1	-3.6	11.2	1.2	-0.7	5.5	4.2	2.0	6.8	-4.7
Cc1nc2ccc(Cl)cc2c(-c2ccccc2F)c1CC(=O)O	2.9	2.8	-1.7	-1.2	0.5	3.3	3.0	4.2	-4.1	-1.1
O=C(O)C1CCCCC1C(=O)NCCc1ccc(F)cc1 (stereo not given)	-0.5	2.8	-17.2	1.2	-3.4	-1.7	-7.8	-3.2	8.6	5.5
O=C(NCC1CCOCC1)c1ccc(-c2ccc(F)c(F)c2)c2ccoc12	0.0	3.4	-14.3	-6.1	-1.1	-8.1	2.2	nt	-2.7	-2.0

SIAE primary: what is marked active above
Compound | UHRF1 binding | LEDGF integ inh | TDP2 inh | DDE Tn7 FP inh | PG9 binder | PRMT1 inh | HTRA1 inh | SIAE primary | TCR-CD3 inh
CCC(CCC(=O)Nc1cccc([N+](=O)[O-])c1)C(=O)O (stereo not given) | -1.0 | 0.7 | 17.5 | -2.3 | 0.0 | 0.0 | -2.7 | 22.8* | 4.8

Carrying on.
SMILES	UHRF1 binding	LEDGF integ inh	TDP2 inh	DDE Tn7 FP inh	PG9 binder	ABHD4 inh	PRMT1 inh	HTRA1 inh	SIAE primary	TCR-CD3 inh
CCN(C(=O)Cc1ccc(NC2=NC3CS(=O)(=O)CC3S2)cc1)c1ccccc1 (stereo not given)	-2.2	-1.9	2.1	-2.4	2.5	-0.3	0.5	-1.9	4.8	5.5
Cc1ccc(N(CC(=O)Nc2ccc(C)cc2C)S(=O)(=O)N2CCCC2)cc1	4.8	3.2	-8.1	-3.6	-0.2	1.6	1.0	-7.9	3.4	0.2
COc1cc(CNC(=O)c2cc(-c3ccc(F)cc3C)n[nH]2)cc(OC)c1	-0.8	2.4	-11.8	8.1	-1.2	-10.1	-2.0	nt	-5.3	3.4
COCCCNC(=O)Cn1ncc2ccsc2c1=O	0.4	3.9	6.8	1.6	0.0	5.4	-4.1	-1.1	-0.2	5.2

Shown with bars between the fields: entries from further up.
Structure | UHRF1 binding | LEDGF integ inh | TDP2 inh | DDE Tn7 FP inh | PG9 binder | ABHD4 inh | PRMT1 inh | HTRA1 inh | SIAE primary | TCR-CD3 inh
COCCCNC(=O)Cn1ncc2ccsc2c1=O | 0.4 | 3.9 | 6.8 | 1.6 | 0.0 | 5.4 | -4.1 | -1.1 | -0.2 | 5.2
Cc1ccc(N(CC(=O)Nc2ccc(C)cc2C)S(=O)(=O)N2CCCC2)cc1 | 4.8 | 3.2 | -8.1 | -3.6 | -0.2 | 1.6 | 1.0 | -7.9 | 3.4 | 0.2
